TcdB inh = TcdB glycohydrolase inhibition. P18177. TcdB glycohydrolase enzymatic assay, plate reader. inhibition, % at 9.99 µM. 350,000 tested, 0.24% active; in the data active means inhibition above about 10%
Mtb BioA inh = blocks M. tuberculosis BioA enzyme activity | purified M. tuberculosis BioA enzyme, plate reader | inhibition, % at 9.99 µM | 360,000 tested, 0.096% active | AID 602481; in the data active means inhibition above about 40%
Vc quorum ag = inducers of Vibrio cholerae quorum light production without autoinducers; 350,000 tested, 0.16% active; V. cholerae BH1578 lux reporter, luminescence, 6 h; activation, % at 18.7 µM; in the data active means activation mostly above about 9.7%, no sharp cut-off; further: not every result past the cut was called active; inactives centre near 0; reference of the scale not given here
FadD28 FP inh = inhibitors of Mycobacterium tuberculosis FadD28 bisubstrate binding. FadD28 bisubstrate probe binding, fluorescence polarization. inhibition, % at 12.5 µM. 360,000 tested, 0.22% active. AID 588549; in the data active means inhibition above about 8.5%, passing the limit was not always enough
Yp Topo-I inh = inhibitors of Yersinia pestis topoisomerase I | Y. pestis Topo-I cleavage product accumulation, plate reader | activity, % at 10 µM | 360,000 tested, 0.064% active | AID 504884; in the data active means activity above about 50%, passing the limit was not always enough; further: inactives centre near 2
GDH-TPI counter = counter-screen for M. tuberculosis FBA inhibitors: GDH-TPI coupled enzymes; GDH-TPI coupled enzyme counterscreen, NADH absorbance; inhibition, % at 4.8 µM; 360,000 tested, 1.2% active; in the data active means inhibition above about 30%;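 further: 0% = DMSO wells and 100% = wells lacking the enzyme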
UGM FP inh = blocks M. tuberculosis UGM enzyme; P9WIQ1; purified UGM, fluorescence polarization probe displacement; inhibition, % at 10 µM; 320,000 tested, 0.06% active; in the data active means inhibition above about 10%, passing the limit was not always enough
Target sequence (P9WIQ1 whole entry, looked up): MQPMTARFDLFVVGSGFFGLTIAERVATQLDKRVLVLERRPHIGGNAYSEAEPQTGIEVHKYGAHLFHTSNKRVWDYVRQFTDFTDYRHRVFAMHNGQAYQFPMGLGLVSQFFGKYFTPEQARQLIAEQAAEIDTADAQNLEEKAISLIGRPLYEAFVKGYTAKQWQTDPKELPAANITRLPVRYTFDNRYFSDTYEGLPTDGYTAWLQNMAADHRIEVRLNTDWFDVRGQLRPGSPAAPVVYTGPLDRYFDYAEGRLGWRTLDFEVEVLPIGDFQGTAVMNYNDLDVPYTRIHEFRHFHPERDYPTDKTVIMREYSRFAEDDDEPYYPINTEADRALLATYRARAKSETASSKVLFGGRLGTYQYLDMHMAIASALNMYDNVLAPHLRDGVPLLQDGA
PfHsp40 rescue = rescue of PfHsp40-mediated yeast toxicity; S. cerevisiae expressing PfHsp40, growth rescue, ATP luminescence; growth rescue, % at 12.5 µM; 340,000 tested, 0.68% active; in the data active means growth rescue above about 28%, passing the limit was not always enough;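 further: yeast W303a lacking pdr1 and pdr3 grown in galactose medium; growth measured after three days at 30 °C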
Mtb FBA inh = Mtb fructose-bisphosphate aldolase inhibition; P9WQA3; purified M. tuberculosis FBA, fluorescence read-out; inhibition, % at 1 µM; 360,000 tested, 2.3% active; in the data active means inhibition above about 27%;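 further: 0% = vehicle and 100% = reference inhibitor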
Target sequence (P9WQA3 whole entry, looked up): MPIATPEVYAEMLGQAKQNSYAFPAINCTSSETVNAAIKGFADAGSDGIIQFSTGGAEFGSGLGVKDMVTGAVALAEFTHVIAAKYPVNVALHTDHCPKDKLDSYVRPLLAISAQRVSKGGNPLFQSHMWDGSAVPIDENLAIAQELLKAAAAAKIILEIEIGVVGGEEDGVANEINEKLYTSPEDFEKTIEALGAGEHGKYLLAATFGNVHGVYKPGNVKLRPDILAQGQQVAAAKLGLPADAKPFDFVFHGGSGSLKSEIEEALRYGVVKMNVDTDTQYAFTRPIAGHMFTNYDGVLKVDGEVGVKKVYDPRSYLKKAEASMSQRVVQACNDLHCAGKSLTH
Numbers without * were called inactive; i = inactive; / = no result given. Rows were taken by chance (roughly 4.6% active in at least one column).

SMILES	TcdB inh	Mtb BioA inh	Vc quorum ag	FadD28 FP inh	Yp Topo-I inh	GDH-TPI counter	UGM FP inh	PfHsp40 rescue	Mtb FBA inh
CC(CC(=O)Nc1ccc2c(c1)c(=O)n(C)n2Cc1ccc(F)cc1)C(F)(F)F (stereo not drawn)	0.9	-0.5	-0.4	-0.6	-5	-4	/	/	148*
CC12CCC(C(=O)Nc3cccnc3)(CC1=O)C2(C)C (stereo not drawn)	/	-1.2	0.4	-1.3	1	3	0.9	0.8	-3
CCOC(=O)C1(Cc2ccccc2)CCCN(Cc2cccc(C(C)=O)c2)C1 (stereo not drawn)	-0.3	-1.6	i	-3.8	25	-8	1.7	-1.9	-3
Cc1ccc(/C(N)=N/OC(=O)N2c3ccccc3Sc3ccccc32)cc1	/	0.9	-1.0	-10	-8	10	-3.3	-0.3	0
Cc1onc(-c2c(Cl)cccc2Cl)c1C(=O)NCc1ccco1	/	0.6	i	-2.0	-4	0	-0.6	-1.1	-2
COc1ccc(C(O)c2nc(/C=C/c3ccc(C(F)(F)F)cc3)cs2)cc1 (stereo not drawn)	1.2	-0.7	0.4	-4.3	16	10	/	/	-5
CCC(C(=O)NC1CCCC1)N(C(=O)Cn1nnc(-c2ccc(C)o2)n1)C(C)(C)C (stereo not drawn)	/	0.0	1.0	-1.3	13	-3	0.8	-1.7	-1
COc1ccc(-c2cc(C(=O)NNC(=S)NC(=O)c3c(-c4ccccc4)noc3C)[nH]n2)cc1	1.4	/	-1.5	2.1	-3	9	1.3	287*	7
CC(C)(C)c1oc(C(=O)O)cc1CN1CCOCC1	1.5	0.6	i	-1.8	1	-5	3.4	0.6	0
COc1ccc(S(=O)(=O)N2CCC(C(=O)NCCC(=O)Nc3cccc(Cl)c3)CC2)cc1	0.2	-2.6	-0.7	-5.2	10	-3	-0.6	18	-9
COc1ccc(CNC(=O)CSc2nnc3c(n2)[nH]c2ccc(C)cc23)cc1	-0.3	0.0	i	-2.8	5	-1	-0.5	-0.8	2
CC(C(=O)NC(=O)NC1CCCCC1)N1CCN(c2ccc(O)cc2)CC1 (stereo not drawn)	-4.2	-0.5	-0.8	-2.8	-1	12	2.0	0.4	4
COc1ccc(-n2nnc3c(=O)n(C/C=C/c4ccccc4)cnc32)cc1	/	0.2	-8.4	-2.8	2	-1	-1.0	-1.3	-1
COC(=O)c1ccc(NC(=O)c2ccc3c(c2)C(=O)N(C)C3=O)cc1	4.3	-2.2	-0.3	-3.3	4	1	-0.3	0.0	-1
O=C1C2CC3N1CCC31c3ccccc3-n3c1c2ccc3=O (stereo not drawn)	0.8	/	-1.1	-1.6	2	20	/	0.8	15
CC(O)c1c(-c2ccccc2)nn(C)c1Cl (stereo not drawn)	2.4	/	i	-0.6	12	-2	0.9	-0.8	-2
Cn1nccc1C(=O)N1CCc2ccccc21	/	/	0.3	-1.5	1	5	-0.7	-0.5	0
COc1ccc(N(C(=O)Cn2cnc3ccccc32)C(C(=O)NC2CCCCC2)c2ccccc2)cc1 (stereo not drawn)	/	0.0	-0.7	-3.2	6	8	-0.5	2.7	-1
COc1cccc(C2=NOC(C(=O)Nc3c(C)n(C)n(-c4ccccc4)c3=O)C2)c1 (stereo not drawn)	1.1	0.7	-0.4	0.8	1	-1	3.8	-0.1	4
O=C(N1CCOCC1)C1(c2ccc(Cl)cc2)CCCC1	/	-1.1	i	-1.3	4	5	0.8	-0.5	2
O=C1CSC(c2cccnc2)N1CC1CC1 (stereo not drawn)	0.4	/	-1.0	-0.7	7	4	-1.1	-1.4	-1
NC(=O)c1cccc2c(=O)oc3ccccc3c12	/	-2.3	i	-0.5	-6	3	2.5	-1.1	-4
S=C(N/N=C/c1ccc(Br)cc1)N1CCCCC1	0.8	-0.1	i	0.0	19	21	2.8	0.3	2
CC1CCN(S(=O)(=O)c2ccc(NC(=O)C3CCN(C(=O)c4ccco4)CC3)cc2)CC1	-8.7	-0.3	-0.2	-0.1	21	-4	-0.7	-0.2	-4
O=C(CCC(=O)N1CCOc2ccccc21)N1CCN(c2ccccc2)CC1	-0.9	1.9	-1.3	0.7	28	7	-1.9	0.0	0
C[C@@H](C(=O)NCC1CCCO1)N1C(=O)N2CCc3c([nH]c4ccccc34)[C@@]2(C)C1=O (stereo partly drawn)	-0.8	0.8	-0.6	0.3	-1	4	-1.7	-1.2	-1
CCOC(=O)C1(C)CCCN(C(=O)c2cccnc2SC)C1 (stereo not drawn)	1.2	-0.5	-0.3	-1.8	-2	5	/	/	-1
COc1ccc(C(=O)/C=C/Nc2cc(C)on2)cc1	/	2.2	-0.3	-2.6	2	41*	-1.1	1.4	0
COc1ccc(N(CC(=O)Nc2cccc(C(C)=O)c2)S(C)(=O)=O)cc1OC	/	7.9	-3.3	-0.1	-6	3	0.3	-0.1	-1
O=[N+]([O-])c1ccccc1/C=C/C=N/N1CCCCC1	-0.5	/	-0.3	-0.6	-1	17	-0.3	-0.9	-1
C=C1CCN([C@H](C(=O)OCc2cccc(C)c2)C(C)C)S(=O)(=O)c2ccccc21	0.9	-0.8	i	-2.2	-3	10	2.2	-1.2	4
CN1CCN(CC(=O)Nc2nc(-c3ccccc3)cs2)CC1	/	0.9	0.7	-0.2	-4	2	-2.0	-0.6	-2
COCCNc1nc2c(S(=O)(=O)c3cc(C)ccc3C)nnn2c2ccccc12	-10	-1.1	i	-1.0	-1	12	-0.5	0.5	10
COc1ccc(OCCC(=O)OCC(=O)NCc2ccco2)cc1	/	1.6	i	-2.4	6	-4	-1.3	-0.5	1
COc1ccc(-c2[nH]ncc2CNCCCSC)cc1F	0.0	-1.9	-0.4	-0.1	-6	8	1.8	0.0	3
CCOC(=O)c1cc2c(=O)n3ccccc3nc2n(Cc2ccco2)c1=NC(=O)c1ccc(OC)cc1	1.6	/	i	-2.1	23	11	3.2	-0.6	115*
CCN(CC)C1=NS(=O)(=O)c2cc([N+](=O)[O-])ccc21	-1.0	2.3	-1.8	-1.9	2	0	0.1	-0.7	-2
Cc1ccc(NS(=O)(=O)c2ccc(CCC(=O)O)cc2)cc1	-3.7	0.9	i	-1.0	6	1	2.8	-1.2	3
CN1C(=O)[C@H]2[C@@H](C3CC3)N3C(=O)CN(CCO)C(=O)[C@@]3(Cc3ccccc3)[C@H]2C1=O	2.5	-2.5	1.3	0.0	7	11	-0.3	-0.1	-1
Cc1nn(-c2ccccc2)c(Cl)c1C1C(C#N)=C(N)Oc2c1c(=O)oc1ccccc21 (stereo not drawn)	/	-2.1	-0.7	-2.7	9	4	-2.1	-0.2	7

Look-ups from the list:
Reading for CC(C(=O)NC(=O)NC1CCCCC1)N1CCN(c2ccc(O)cc2)CC1 (stereo not drawn) under GDH-TPI counter: 12
Reading for COc1ccc(S(=O)(=O)N2CCC(C(=O)NCCC(=O)Nc3cccc(Cl)c3)CC2)cc1 under PfHsp40 rescue: 18
Reading for COc1cccc(C2=NOC(C(=O)Nc3c(C)n(C)n(-c4ccccc4)c3=O)C2)c1 (stereo not drawn) under TcdB inh: 1.1

Next entries follow.
SMILES	TcdB inh	Mtb BioA inh	Vc quorum ag	FadD28 FP inh	Yp Topo-I inh	GDH-TPI counter	UGM FP inh	PfHsp40 rescue	Mtb FBA inh
CC1(C(=O)NS(=O)(=O)c2ccccc2)CCN1C(=O)CC1CCCC1 (stereo not drawn)	-0.3	-0.9	-1.3	-2.3	7	4	/	/	-1
CCc1nn(CC(=O)N2CC(C)CC(C)C2)c(=O)c2cccn12 (stereo not drawn)	1.8	-0.4	-0.5	-4.6	-1	7	3.8	0.1	0
Cc1ccccc1Nc1nc(-c2cccnc2)cs1	0.3	1.6	1.5	-1.8	3	-3	1.8	0.5	3
O=C(CSc1ncccc1-c1nc2ccccc2[nH]1)Nc1ccc2c(c1)OCCO2	/	-0.5	-0.2	-9.7	3	12	/	1.0	2
Cc1cc(C)nc(N2CCCC(C(=O)NCc3ccccc3)C2)n1 (stereo not drawn)	/	/	i	0.9	1	-10	-2.5	-0.9	1
c1ccc(-c2ccccc2OCCOCCN2CCNCC2)cc1	0.8	/	i	-0.4	5	5	-0.8	1.4	-1
CCOC(=O)c1c(N2CCN(c3ccccc3)CC2)cc(C)nc1C	1.1	2.7	0.7	1.0	12	8	-0.1	0.4	0
COc1ccc(NC(=O)Nc2cccc3ccccc23)cc1S(N)(=O)=O	-1.4	-1.0	-0.1	/	3	9	-3.5	-1.1	10
Cc1cc(C)cc(NC(=O)CC23CC4CC(C2)CC(n2nnc(C)n2)(C4)C3)c1	/	1.2	-0.2	-5.7	12	5	2.5	-1.1	-2
CC(OC(=O)c1ccc2c(=O)n3c(nc2c1)CCCCC3)C(=O)Nc1ncc(Cl)cc1Cl (stereo not drawn)	3.6	/	-0.5	-2.5	-4	5	2.0	-2.0	0
CNC(=O)Nc1cc(C)nn1C	0.8	/	i	0.3	-2	0	2.9	-1.0	-1
CCCCSC1=C(C#N)C(c2ccccc2C)C(C(=O)OCC)C(=O)N1 (stereo not drawn)	1.0	/	1.4	-0.2	14	12	-1.3	0.8	0
Cc1cccc(NC(=O)C(=O)NCc2ccccn2)c1	-0.7	0.3	1.5	-1.3	12	4	-0.2	1.6	0
Cc1cccc(N2CCN(S(=O)(=O)c3ccc4c(c3)CCC(=O)N4)CC2C)c1 (stereo not drawn)	/	-1.0	i	-1.8	14	12	4.6	-0.4	0
COc1ccc(CCNC(=O)CC(=O)N/N=C\c2ccc(OCC(N)=O)cc2)cc1OC	0.3	0.8	i	-1.1	7	4	/	/	-2
CC(C)NCC(O)Cn1c2c(c3ccccc31)CCc1c-2cnn1-c1ccccc1 (stereo not drawn)	/	1.2	-3.4	-4.1	-36	7	-1.7	0.9	33*
CC(C)(C)c1ccc(OCC(=O)Nc2ccc(-c3nc4cccnc4o3)cc2)cc1	/	/	1.4	-1.7	2	2	0.3	-0.4	7
O=C(c1ccc2c(c1)OCO2)C1CCCN(C(=O)C2CCOCC2)C1 (stereo not drawn)	1.1	/	-0.5	-0.2	6	22	-1.0	-0.5	5
CCc1ccc(NC(=O)c2cc(S(=O)(=O)N3CCCC3)ccc2F)cc1	0.9	0.4	i	-1.0	17	-5	/	/	3
COc1ccccc1C(=O)NCCC(=O)N(C)CC(=O)Nc1ccc(N2CCOCC2)cc1	1.0	-0.5	i	-1.6	-4	-8	-1.6	0.5	1
COc1ccc(NC(=O)O/N=C/c2ccc(Br)cc2)cc1	-7.1	/	-0.9	-3.7	11	5	1.4	11	5
COc1ccc(-n2c(SCC(=O)Nc3ccc4c(c3)OCO4)nc3ccccc3c2=O)cc1	/	/	-2.5	1.6	-5	6	1.9	-1.0	2
O=C(CNC(=O)c1ccc(Br)cc1)NCc1cccnc1	0.0	7.7	-0.4	-3.3	3	-5	-0.6	0.1	0
CCC(C(=O)OCC(=O)NC(=O)c1ccccc1)c1ccccc1 (stereo not drawn)	2.0	/	17	-1.2	-6	6	4.0	-0.4	0
O=C1CN(C(=O)N[C@@H](Cc2ccccc2)C(=O)N[C@@H](C(=O)O)c2ccccc2)c2ccccc2N1	1.4	0.1	-0.2	-2.3	6	0	-0.4	0.1	0

Part of the list above in order of number of heavy atoms, smallest number first.
SMILES	TcdB inh	Mtb BioA inh	Vc quorum ag	FadD28 FP inh	Yp Topo-I inh	GDH-TPI counter	UGM FP inh	PfHsp40 rescue	Mtb FBA inh
CC(C(=O)NC(=O)NC1CCCCC1)N1CCN(c2ccc(O)cc2)CC1 (stereo not drawn)	-4.2	-0.5	-0.8	-2.8	-1	12	2.0	0.4	4
CCOC(=O)C1(Cc2ccccc2)CCCN(Cc2cccc(C(C)=O)c2)C1 (stereo not drawn)	-0.3	-1.6	i	-3.8	25	-8	1.7	-1.9	-3
Cc1nn(-c2ccccc2)c(Cl)c1C1C(C#N)=C(N)Oc2c1c(=O)oc1ccccc21 (stereo not drawn)	/	-2.1	-0.7	-2.7	9	4	-2.1	-0.2	7

Assay outcomes from PubChem BioAssay.
